MsrA inhibitor: bovine MsrA enzyme inhibitors, primary screen, biochemical, absorbance, HTS; Methionine sulfoxide reductase A (Bos taurus); purified bovine MsrA, absorbance read-out; inhibition, % at 15.5 µM; hit rate 0.75% among 360,000; AID 651718, 2012; in the data active means inhibition above about 4.5%;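 further: 0% = vehicle wells with enzyme and 100% = reference inhibitor wells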
MsrA act: bovine MsrA enzyme activators, primary screen, biochemical, absorbance, HTS; Methionine sulfoxide reductase A (Bos taurus); purified bovine MsrA, absorbance read-out; activation, % at 10.6 µM; hit rate 0.3% among 360,000; AID 602163, 2012; in the data active means activation above about 7.5%;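 further: 0% = vehicle and 100% = reference activator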
Rin1 Abl inh: inhibitors of Rin1-Abl protein binding, primary screen, biochemical, TR-FRET; AID 588664, 2011; inhibition, % at 7.35 µM; hit rate 0.4% among 360,000; in the data active means inhibition above about 5%, passing the limit was not always enough
MLLE-PAM2 inh: inhibitors of PABP1 MLLE–PAM2 peptide binding, primary screen, biochemical, fluorescence polarization, FITC-PAM2, GST-MLLE; inhibition, % at 20 µM; AID 588489, 2011; Polyadenylate-binding protein 1 (Homo sapiens), P11940; hit rate 0.36% among 360,000; in the data active means inhibition above about 35%, passing the limit was not always enough;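 further: plate controls were DMSO wells with GST-MLLE for no effect and wells lacking GST-MLLE protein for full effect; some results filed as inactive read as strong as hits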
TbMetRS inhib: T. brucei MetRS inhibitors, primary screen, biochemical, luminescence; purified T. brucei MetRS, ATP depletion, Kinase-Glo luminescence; inhibition, % at 11.9 µM; hit rate 0.4% among 360,000;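 active means inhibition above a per-plate cutoff of the control wells' mean inhibition plus 3 SD, cut at about 5.5% in these data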;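 further: 0% = DMSO wells median and 100% = median of wells with control inhibitor compound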
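Dosing: 11.9 µM compound single dose, 0.9% DMSO; Assay system: purified T. brucei MetRS enzyme; Measured by: Kinase-Glo luciferase luminescence reporting remaining unconsumed ATP; Schedule: 15 min plus 2 h at 25 °C.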
FAS-TE inh: FAS thioesterase domain inhibitors, primary screen, biochemical, fluorescence intensity, uHTS; Fatty acid synthase (Homo sapiens), P49327; recombinant FAS-TE, OMFH fluorogenic substrate, fluorescence endpoint; inhibition, % at 15 µM; hit rate 0.67% among 360,000;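 active means compounds whose normalised, plate-corrected inhibition of enzyme fluorescence in the single-dose primary screen is 50% or more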;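 further: 0% = DMSO with enzyme and 100% = substrate without enzyme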
Neddylation inh: inhibitors of cullin neddylation, primary screen, biochemical, TR-FRET, uHTS, NAE and Ubc12; hit rate 0.58% among 360,000; calls only at 25 µM; NEDD8-conjugating enzyme Ubc12 (Homo sapiens) + NEDD8-activating enzyme E1 regulatory …; in the data active means inhibition above about 36%
CSN deneddyl inh: inhibitors of CSN-mediated cullin deneddylation, primary screen, biochemical, fluorescence polarization, uHTS. COP9 signalosome complex subunit 5 (Homo sapiens), Q92905. Purified CSN, SCF-Nedd8-OG deneddylation. inhibition, % at 12.5 µM. hit rate 0.38% among 360,000. AID 651999, 2013;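 active means pattern-corrected inhibition above about 35%, with an unprinted fluorescence ratio check between 0.5 and 1.5, limit read from the data, passing the limit was not always enough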;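 further: 0% = enzyme with substrate and 100% = substrate without enzyme; some results filed as inactive read as strong as hits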
Target sequence (Q92905 whole entry, looked up, one chain of several): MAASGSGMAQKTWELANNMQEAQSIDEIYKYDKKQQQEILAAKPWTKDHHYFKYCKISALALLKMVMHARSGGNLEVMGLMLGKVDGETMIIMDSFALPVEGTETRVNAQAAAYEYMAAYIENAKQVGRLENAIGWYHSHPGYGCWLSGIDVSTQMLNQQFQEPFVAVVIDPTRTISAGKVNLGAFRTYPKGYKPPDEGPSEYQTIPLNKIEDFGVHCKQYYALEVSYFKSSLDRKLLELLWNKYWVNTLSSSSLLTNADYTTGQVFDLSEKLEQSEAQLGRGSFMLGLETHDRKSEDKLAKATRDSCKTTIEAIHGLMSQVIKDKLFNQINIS
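Assay system: purified human Csn5 enzyme expressed in HEK293T cells; Input: 0.24 nM Csn5 enzyme, final concentration; Reagent: 10 nM SCFSkp2-Nedd8OG; Compound dosing: 12.5 µM single point; Times: reaction 90 min, room temperature; Technique: fluorescence polarization readout.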
E coli Lon inh: inhibitors of E. coli Lon protease, primary screen, biochemical, fluorescence polarization | inhibition, % at 7.94 µM | P0A9M0 | hit rate 0.42% among 360,000 | purified E. coli Lon protease; in the data active means inhibition above about 13%, passing the limit was not always enough;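 further: 0% = enzyme with probe and DMSO and 100% = no enzyme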
Target sequence (P0A9M0 whole entry, looked up): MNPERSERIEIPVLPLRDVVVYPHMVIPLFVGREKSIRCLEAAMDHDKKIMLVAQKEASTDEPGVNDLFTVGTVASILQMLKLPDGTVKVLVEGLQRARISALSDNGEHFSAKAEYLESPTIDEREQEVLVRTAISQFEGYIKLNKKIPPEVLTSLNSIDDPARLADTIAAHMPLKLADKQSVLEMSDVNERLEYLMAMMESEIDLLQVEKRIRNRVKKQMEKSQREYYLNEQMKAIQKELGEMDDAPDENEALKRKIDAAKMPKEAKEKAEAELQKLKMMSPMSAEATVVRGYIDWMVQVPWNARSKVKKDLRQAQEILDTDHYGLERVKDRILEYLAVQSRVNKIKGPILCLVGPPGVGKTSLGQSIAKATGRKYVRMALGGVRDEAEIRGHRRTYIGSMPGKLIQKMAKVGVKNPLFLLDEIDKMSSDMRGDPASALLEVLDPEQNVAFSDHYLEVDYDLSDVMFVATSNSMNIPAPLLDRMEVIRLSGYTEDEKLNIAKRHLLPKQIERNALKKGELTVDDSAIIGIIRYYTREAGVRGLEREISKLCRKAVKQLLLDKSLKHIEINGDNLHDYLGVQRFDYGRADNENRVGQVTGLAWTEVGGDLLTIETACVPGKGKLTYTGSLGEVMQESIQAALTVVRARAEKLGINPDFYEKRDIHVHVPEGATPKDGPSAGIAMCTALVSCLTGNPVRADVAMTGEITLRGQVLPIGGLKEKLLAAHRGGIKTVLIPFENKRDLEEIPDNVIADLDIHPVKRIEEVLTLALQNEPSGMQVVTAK
An asterisk follows results filed as active; i = inactive; · = not tested or not shown.

SMILES | MsrA inhibitor | MsrA act | Rin1 Abl inh | MLLE-PAM2 inh | TbMetRS inhib | FAS-TE inh | Neddylation inh | CSN deneddyl inh | E coli Lon inh
OCCC1CN(Cc2c(F)cccc2Cl)CCN1C1CCCCC1 (configuration not stated) | 0.1 | -7 | 0 | 2 | -0.8 | -5 | i | 3 | 0
CCCCC(CCC(=O)O)(C(=O)OCC)c1csc(N)n1 (configuration not stated) | -0.1 | 0 | -1 | 2 | -0.3 | -5 | i | 1 | 5
Cc1ccccc1N(CC(=O)N1CCCC1)S(=O)(=O)c1ccc(Cl)cc1 | -1.4 | -3 | 1 | 8 | 0.1 | 0 | i | 1 | -1
CC(O)CNc1nc2c(c(=O)n(C)c(=O)n2C)n1Cc1cccc(C(F)(F)F)c1 (configuration not stated) | 0.7 | -10 | 2 | 4 | -2.1 | -4 | i | 0 | 1
Nc1nnc(CSCc2ccc(Cl)cc2Cl)s1 | 1.2 | -2 | 2 | -14 | 2.1 | 1 | i | 5 | -11
O=C(Cc1n[nH]c(=O)c2ccccc12)NCc1ccccc1 | 0.6 | -4 | 3 | -11 | -1.0 | -3 | i | -9 | -4
CCOc1ccc(S(=O)(=O)N2CCN(C(=O)C3CCC3)CC2)cc1 | 0.2 | 3 | -4 | -26 | -0.2 | 8 | i | 1 | -17
O=C(CCCl)Nc1ccc(S(=O)(=O)NCc2ccco2)cc1 | 0.0 | -2 | -6 | 9 | -0.3 | -1 | i | 3 | 6
O=C(NCCc1ccccc1)c1cccc(NC(=O)C2CCCC2)c1 | 0.9 | -1 | -2 | -19 | -0.5 | -4 | i | 4 | 16*
COc1ccc(C2C(C(=O)N3CCCCC3)CCC(=O)N2c2cc(OC)c(OC)c(OC)c2)cc1 (configuration not stated) | · | 0 | 2 | 1 | 0.4 | -7 | i | -2 | -3
O=C(Nc1ccc2c(c1)OCO2)C1CCCN1C(=O)Nc1ccccc1F (configuration not stated) | 0.4 | -2 | 2 | 6 | -0.6 | -6 | i | 0 | 0
Cc1ccc(C(=O)CSc2nnc(-c3ccccc3)n2-c2ccccc2)o1 | -0.2 | 0 | -2 | -35 | 0.7 | -6 | i | 0 | 3
Cc1onc(-c2ccccc2Cl)c1C(=O)NCCN1CCOCC1 | -0.3 | -3 | 5 | 1 | -0.2 | -10 | i | -2 | -4
C=CCn1c(COc2ccc(F)cc2)nnc1SCC(=O)NC1CCCC1 | 0.9 | -1 | 4 | -78 | -0.4 | -4 | i | -1 | -3
Cc1cccc(NC(=O)c2cc(Cl)ccc2[N+](=O)[O-])c1 | -0.8 | -3 | 1 | -86 | -0.7 | -1 | i | 2 | 0
C[C@H]1CN([C@@H](C)CO)C(=O)Cc2cc(NC(=O)Cn3cnnn3)ccc2O[C@H]1CN(C)Cc1ccncc1 | -0.2 | 0 | 0 | 2 | -0.9 | -8 | i | -1 | 9
S=c1[nH]nc(-c2cccc3ccccc23)n1-c1cccnc1 | 0.2 | -4 | -2 | -61 | -0.6 | 0 | i | 0 | 3
O=C(Cc1cccs1)N1CCN=C1SCc1cccc(F)c1 | 0.5 | -3 | 0 | 1 | -0.1 | 11 | i | 2 | 6
Cc1ccc(C)c(NC2=C(Cl)C(=O)OC2OC(=O)c2ccco2)c1 (configuration not stated) | -1.0 | -1 | 1 | -15 | -0.4 | 46 | i | -3 | -9
CCn1nc(CC(C)C)cc1C(=O)N1CCCC(Nc2ccc(F)cc2)C1 (configuration not stated) | -0.4 | -1 | -2 | -6 | 0.3 | 3 | i | 0 | -14
Cc1csc(C(=O)NCC(=O)NNC(=O)c2cccc(Cl)c2)c1 | 0.8 | -4 | -1 | 5 | 0.1 | -3 | i | 1 | 3
Cc1nc(-c2ccc(S(=O)(=O)Oc3ccc(Cl)cc3Cl)s2)cs1 | 1.9 | -2 | 0 | -2 | -0.5 | 37 | i | -2 | -1
Cc1cc(C)n2cc(CSc3nnc(-c4ccccc4)o3)nc2n1 | 0.3 | -11 | 0 | -37 | -1.0 | -4 | i | -1 | 4
COc1ccccc1CNC(=O)c1sccc1-c1ccccc1 | -1.2 | -5 | 2 | -8 | -0.7 | 7 | i | 2 | -7
Cc1ccc(C(=O)CCC(=O)Nc2ncccc2C)cc1 | -0.3 | -11 | -1 | -2 | 0.1 | -3 | i | 7 | -14
CCOC(=O)C1=C(C)Nc2nc3ccccc3n2C1c1ccc(O)cc1 (configuration not stated) | -1.2 | -3 | -3 | 10 | -0.4 | 3 | i | -1 | -5
COCc1nnc(NS(=O)(=O)c2ccc(C)cc2)s1 | -1.1 | -1 | 0 | 0 | -0.4 | -8 | i | -1 | -1
COc1ccc(NC(=S)N(Cc2cccc(Br)c2)CC2CCC(C(=O)O)CC2)cc1 (configuration not stated) | -0.6 | -10 | -3 | -60 | -0.7 | -5 | i | -4 | -5
O=C(COC(=O)Cc1ccc(F)cc1)NC(=O)c1ccccc1 | -0.1 | 2 | 0 | -16 | -0.4 | 1 | i | 3 | 8
COc1ccc(C(=O)N(CCN2CCOCC2)CC(=O)NC2CCCC2)cc1OC | 2.3 | -3 | 0 | -11 | -0.3 | -5 | i | 0 | -2
COCCC(=O)N1CCC(Oc2ccc(C(=O)N3CCCC(CCCO)C3)cc2)CC1 (configuration not stated) | -0.2 | 3 | 2 | 8 | -0.5 | -6 | i | 0 | 5
COc1ccccc1-n1c(SCC(=O)Nc2ccccc2F)nc2[nH]ncc2c1=O | 0.2 | -4 | 2 | 9 | -0.5 | -16 | i | -4 | -4
O=C1OCCC1Sc1nc(-c2ccccc2)cs1 (configuration not stated) | -0.8 | -10 | 1 | 4 | -1.7 | -2 | i | 0 | -4
CC(C)(C)C(=O)Nc1nnc(SCC(=O)NC2CCCCC2)s1 | -0.7 | -4 | -1 | -9 | 0.2 | -6 | i | -4 | -2
CC(C)S(=O)(=O)C/C(N)=N/OC(=O)c1cc(Cl)cc(Cl)c1 | 0.0 | 4 | 4 | -4 | -0.4 | -7 | i | 5 | -7
O=C1CC(c2ccccc2)n2nc(NC(=O)C3CCCO3)nc2N1 (configuration not stated) | 0.2 | -1 | 1 | 1 | -0.1 | -6 | i | -4 | -3
COC(=O)COc1ccc(S(=O)(=O)Nc2ccc3c(c2)OCCO3)cc1C | 0.6 | -2 | 0 | -23 | -0.8 | 0 | i | 4 | -12
CC1(C)C(=O)Nc2ccccc2N1C(=O)COC(=O)CSc1ccc(Cl)cc1 | 0.6 | -1 | 1 | 14 | -0.2 | 26 | i | -2 | -4
CCn1cc(Cl)c(C(=O)Nc2cccc(C(F)(F)F)c2)n1 | -0.4 | -2 | 5 | -17 | -0.6 | 18 | i | -2 | 1
CC(C)OC(=O)N(C)C[C@@H]1OCc2cn(nn2)CCCC(=O)N([C@@H](C)CO)C[C@H]1C | 0.8 | -1 | -1 | 10 | 1.3 | -5 | i | -2 | 5

Complete entries as entered above. Order of screens: MsrA inhibitor | MsrA act | Rin1 Abl inh | MLLE-PAM2 inh | TbMetRS inhib | FAS-TE inh | Neddylation inh | CSN deneddyl inh | E coli Lon inh
Results for `O=C1CC(c2ccccc2)n2nc(NC(=O)C3CCCO3)nc2N1` (configuration not stated) → 0.2 | -1 | 1 | 1 | -0.1 | -6 | i | -4 | -3
Results for `COc1ccccc1-n1c(SCC(=O)Nc2ccccc2F)nc2[nH]ncc2c1=O` → 0.2 | -4 | 2 | 9 | -0.5 | -16 | i | -4 | -4
Results for `O=C1OCCC1Sc1nc(-c2ccccc2)cs1` (configuration not stated) → -0.8 | -10 | 1 | 4 | -1.7 | -2 | i | 0 | -4
Results for `CC(C)(C)C(=O)Nc1nnc(SCC(=O)NC2CCCCC2)s1` → -0.7 | -4 | -1 | -9 | 0.2 | -6 | i | -4 | -2
Results for `COC(=O)COc1ccc(S(=O)(=O)Nc2ccc3c(c2)OCCO3)cc1C` → 0.6 | -2 | 0 | -23 | -0.8 | 0 | i | 4 | -12

Going on with the list:
SMILES | MsrA inhibitor | MsrA act | Rin1 Abl inh | MLLE-PAM2 inh | TbMetRS inhib | FAS-TE inh | Neddylation inh | CSN deneddyl inh | E coli Lon inh
O=C(O)CCCn1cc(NC(=O)c2ccc(Br)o2)cn1 | 1.5 | -6 | 3 | 9 | -0.8 | 0 | i | -4 | -12
OC1(c2ccccc2F)CCN(Cc2nnnn2Cc2ccc(F)cc2)CC1 | -1.0 | 1 | 3 | 5 | -0.1 | -3 | i | 0 | 9
CN(CC(=O)Nc1cccc(F)c1)CC(=O)N1CCc2ccccc21 | -0.1 | -3 | 1 | -24 | -0.4 | 8 | i | 2 | 6
CCOC(=O)C1CCN(C(=O)CCS(=O)(=O)c2ccc3c(c2)CCN3C(C)=O)CC1 | 0.7 | -1 | 3 | 1 | 0.0 | -8 | i | -2 | -2
COc1ccc([C@@H]2[C@@H]3C(=O)N(C(C)(C)C)C(=O)[C@@H]3[C@]3(Cc4ccccc4)C(=O)N(c4ccccc4)C(=O)N23)cc1 | -0.5 | -2 | 4 | -7 | 0.3 | 4 | i | 2 | -2
O=C1Cc2cc(S(=O)(=O)Nc3cccc([N+](=O)[O-])c3)cc3c2N1CCC3 | -0.1 | -5 | -1 | -7 | 0.3 | -8 | i | 2 | 4
O=C(NNc1ccccc1[N+](=O)[O-])Nc1ccc(Cl)c(Cl)c1 | 1.1 | -3 | -3 | 8 | 2.0 | 23 | i | -2 | 14
CC(C)(C)n1nnnc1C(c1cccnc1)N(Cc1ccccc1)Cc1ccco1 (configuration not stated) | 0.2 | -9 | 5 | -1 | -1.4 | -2 | i | -2 | 3
Cc1ccc(-c2nn3c(C)nnc3s2)cc1NCc1c(F)cccc1Cl | 0.0 | -3 | 0 | -33 | -0.1 | 8 | i | -2 | -6
COc1ccccc1NS(=O)(=O)c1ccc(N/N=C/c2c(C)nn(-c3ccccc3)c2N2CCCC2)c([N+](=O)[O-])c1 | -0.6 | -4 | 1 | -25 | -0.3 | 64* | i | 2 | 5
Cn1c(=O)c2c(nc(N3CCOCC3)n2Cc2c(F)cccc2Cl)n(C)c1=O | -0.7 | -3 | 6 | 9 | 0.0 | -1 | i | 7 | -14
O=C(CN1C(=O)NC2(CCCCCC2)C1=O)Nc1ccc(S(=O)(=O)N2CCOCC2)cc1 | -1.0 | 2 | -3 | -16 | -0.3 | 2 | i | 0 | -1
COC(=O)[C@]12CCCCC=C1N(Cc1ccco1)C(=O)[C@H](CC(=O)NCc1ccc(OC)c(OC)c1)C2 | 1.0 | -9 | · | · | -1.1 | -5 | i | -5 | -1
CC(=O)c1ccc(S(=O)(=O)N2CCN(C(=O)c3cccc(S(=O)(=O)N4CC(C)OC(C)C4)c3)CC2)cc1 (configuration not stated) | 0.4 | -1 | 3 | 21 | -0.2 | -1 | i | -2 | -8
O=C(Nc1ccccc1F)C(c1ccccc1)c1ccccc1 | 0.4 | 1 | 1 | -13 | -0.7 | 15 | i | -1 | -11
Cc1ccc(NC(=S)N2CCC(N(C)CC3CCCO3)CC2)c(C)c1 (configuration not stated) | -0.1 | -4 | 0 | -4 | -0.4 | -3 | i | 1 | 1

Screening results from PubChem.
